sPLA2-III inh: human group III sPLA2 inhibitors, primary screen, biochemical, QFRET, BODIPY PC-A2 liposome substrate | QFRET BODIPY PC-A2 liposome hydrolysis, fluorescence | inhibition, % at 12.2 µM | actives 0.56% (n = 370,000) | AID 743126, 2013;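 active means inhibition above mean plus 3 SD of compounds lying within the high and low control bounds, cut at about 19% in these data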;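 further: 0% = median of test compound wells and 100% = no enzyme DMSO wells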
NPR1 activator: GC-A stimulated cGMP production enhancers – HEK293 GC-A cells, cGMP TR-FRET, EC30 ANP, primary screen. Atrial natriuretic peptide receptor 1 (Homo sapiens), P16066. 0% at EC30 ANP, 100% saturating ANP. activation, % at 10 µM. actives 0.14% (n = 370,000); in the data active means activation above about 40%
FXN GAA850 act: FXN promoter activators, primary screen, cell-based, luciferase luminescence, HEK293 lucGAA850; HEK293 lucGAA850 FXN promoter luciferase reporter, 24 h; percent of 10 µM SAHA response; activation, % at 6 µM; actives 0.56% (n = 360,000); AID 540364, 2011;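 active means activation above the average of all compounds screened plus 3 SD, cutoff fixed separately per campaign, cut at about 7.5% in these data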;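 further: 0% = DMSO wells and 100% = 10 µM SAHA wells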
ssDAF-12 act: S. stercoralis DAF-12 nuclear receptor activators, primary screen, cell-based, luminescence, HEK293, GRIP1 co-expression, lit1-tk-luc. Nuclear hormone receptor DAF-12 (Strongyloides stercoralis). HEK293 ssDAF-12/GRIP1 lit1-tk-luc reporter; % of 3 µM dafachronic acid response. activation, % at 6.8 µM. actives 1% (n = 370,000). AID 652126, 2013;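 active means activation above the mean over all tested compounds plus 3 SD, cut at about 0.9% in these data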;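 further: 0% = DMSO-only wells and 100% = 3 µM delta7-dafachronic acid wells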
SMARCA2 activ: SMARCA2 (BRM) function activators, primary screen, cell-based, luminescence, high throughput. AID 652017, 2013. actives 1% (n = 370,000). MG213 cells, MMTV-luciferase reporter, dexamethasone, overnight. activation, % at 9.1 µM; in the data active means activation above about 7.8%;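 further: 0% = vehicle wells and 100% = reference activator wells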
DAX1 inh-1: DAX1 (NR0B1) inhibitors on StAR promoter, primary screen, cell-based, luminescence, SF-1 (NR5A1), full-length DAX-1; HEK293T StAR-luciferase reporter, SF-1/DAX-1 repression relief; inhibition, % at 6.8 µM; actives 1.1% (n = 370,000); AID 652010, 2013;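 active means inhibition above the mean over all tested compounds plus 3 SD, cut at about 3.6% in these data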;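 further: 0% = DAX-1 cells with DMSO and 100% = cells lacking DAX-1 with DMSO; higher inhibition means more luminescence from relief of DAX-1 repression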
GC-B act: human GC-B receptor activators, primary screen, HEK293 GC-B cells, cGMP TR-FRET, EC30 CNP; Atrial natriuretic peptide receptor 2 (Homo sapiens), P20594; 0% at EC30 CNP, 100% saturating CNP; activation, % at 10 µM; actives 0.11% (n = 370,000);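 active means activation at 10 µM reaching about 35% in either raw or pattern-adjusted values, limit read from the data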
Target sequence (P20594 whole entry, looked up): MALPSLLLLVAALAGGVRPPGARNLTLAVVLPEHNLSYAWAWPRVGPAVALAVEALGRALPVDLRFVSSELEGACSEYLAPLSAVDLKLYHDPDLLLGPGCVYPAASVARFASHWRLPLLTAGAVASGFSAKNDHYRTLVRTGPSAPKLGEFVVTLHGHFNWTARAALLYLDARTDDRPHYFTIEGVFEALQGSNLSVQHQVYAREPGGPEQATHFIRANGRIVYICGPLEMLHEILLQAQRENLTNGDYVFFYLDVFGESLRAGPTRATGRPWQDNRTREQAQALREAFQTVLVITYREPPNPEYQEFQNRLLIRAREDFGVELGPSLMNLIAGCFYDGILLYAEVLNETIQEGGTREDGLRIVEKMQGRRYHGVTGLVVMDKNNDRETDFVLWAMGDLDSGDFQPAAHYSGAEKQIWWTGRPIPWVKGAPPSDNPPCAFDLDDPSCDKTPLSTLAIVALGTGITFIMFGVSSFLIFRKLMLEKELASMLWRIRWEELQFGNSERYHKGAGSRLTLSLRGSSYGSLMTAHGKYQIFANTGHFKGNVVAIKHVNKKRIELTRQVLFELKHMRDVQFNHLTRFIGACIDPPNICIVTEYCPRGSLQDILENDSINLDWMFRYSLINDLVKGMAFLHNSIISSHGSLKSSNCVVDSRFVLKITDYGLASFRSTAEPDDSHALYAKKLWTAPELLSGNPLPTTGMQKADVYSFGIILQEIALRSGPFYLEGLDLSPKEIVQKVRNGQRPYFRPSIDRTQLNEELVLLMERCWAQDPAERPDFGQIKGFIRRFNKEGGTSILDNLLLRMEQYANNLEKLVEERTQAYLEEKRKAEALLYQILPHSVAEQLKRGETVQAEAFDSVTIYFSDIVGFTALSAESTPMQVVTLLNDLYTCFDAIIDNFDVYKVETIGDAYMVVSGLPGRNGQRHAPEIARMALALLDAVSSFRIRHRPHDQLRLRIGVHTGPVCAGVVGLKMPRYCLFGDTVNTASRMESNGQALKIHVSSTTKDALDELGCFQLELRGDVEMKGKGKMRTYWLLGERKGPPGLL
hgDAF12 agonist: H. glycines DAF-12 receptor agonists, primary screen, cell-based, luminescence, HEK293, GAL4 fusion, UAS-luciferase | activation, % at 6.8 µM | HEK293 GAL4-hgDAF12 UAS-luciferase reporter, agonist luminescence; normalized to butyrate control | actives 1.8% (n = 370,000) | Nuclear hormone receptor DAF-12 (Heterodera glycines), GAL4 fusion;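 active means activation above a cutoff set at the mean of all screened compounds plus 3 SD, cut at about 10% in these data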;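 further: 0% = DMSO wells and 100% = sodium butyrate wells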
DAX1 inh-2: DAX1 (NR0B1) inhibitors, primary screen, cell-based, HEK293, Gal4-DAX1, luciferase luminescence; Nuclear receptor subfamily 0 group B member 1 (Homo sapiens), P51843; HEK293 Gal4-DAX1 luciferase reporter; inhibition, % at 6.75 µM; actives 0.99% (n = 340,000); AID 504766, 2011;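 active means inhibition above the mean over all tested compounds plus 3 SD, cut at about 4.2% in these data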;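 further: 0% = DAX1-transfected cells with DMSO and 100% = empty-vector control cells with DMSO; inhibition shows as a rise in luminescence from relieved DAX1 repression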
hcDAF-12 act: H. contortus DAF-12 nuclear receptor activators, primary screen, cell-based, luminescence, HEK293, lit1-tk-luc reporter; HEK293 hcDAF-12 lit1-tk-luc reporter; 0% DMSO, 100% Δ7-dafachronic acid; activation, % at 6.8 µM; actives 1.4% (n = 370,000); AID 652067, 2013;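 active means activation above the mean of all tested compounds plus 3 SD, cut at about 5.5% in these data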;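 further: 100% = response to 3 µM Δ7-dafachronic acid high control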
KLK7 zymogen act: proKLK7 zymogen activators, primary screen, biochemical, fluorescence intensity; Kallikrein-7 (Homo sapiens), P49862; purified proKLK7, EDANS-DABCYL substrate fluorescence; 100% is mature enzyme control, 0% vehicle; activation, % at 7 µM; actives 0.9% (n = 370,000);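 active means activation above the mean of all tested compounds plus 3 SD, computed per campaign excluding outliers beyond control limits, cut at about 13% in these data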
The depositor's hits bear a star; . = not tested or not shown.

SMILES | sPLA2-III inh | NPR1 activator | FXN GAA850 act | ssDAF-12 act | SMARCA2 activ | DAX1 inh-1 | GC-B act | hgDAF12 agonist | DAX1 inh-2 | hcDAF-12 act | KLK7 zymogen act
CN(Cc1c(F)cccc1Cl)C(=O)c1ccc(NC(=O)CC2SC(N3CCCCC3)=NC2=O)cc1 (stereo not given) | -40.9 | -0.3 | 3.1 | -1.2 | -1.2 | -0.4 | -2.6 | -2.7 | -0.3 | -2.3 | 0.1
Cc1cccn2c(=O)c3cc(C(=O)NC4CCCC4)c(=N)n(CCc4ccccc4)c3nc12 | 5.4 | 2.7 | 4.3 | -1.2 | 0.1 | -0.1 | -1.1 | 0.8 | 1.6 | -1.9 | -6.9
CCN(CCCNS(=O)(=O)c1ccc2c(c1)CCN2C(C)=O)c1cccc(C)c1 | -0.7 | 0.2 | -2.8 | -1.6 | -4.0 | -1.1 | 2.5 | -0.9 | -1.1 | -0.6 | -0.3
Oc1ccccc1CN1CCCC(N2CCc3ccccc3C2)C1 (stereo not given) | 1.3 | -2.5 | 0.3 | -0.1 | -1.9 | -0.1 | 5.3 | -0.4 | 1.3 | 0.7 | 0.5
CCCC(=O)n1nc(-c2ccc(Cl)cc2)nc1SC | -2.9 | 10.5 | 6.5 | -0.4 | 3.8 | 0.5 | 4.2 | 6.8 | 2.2 | 0.6 | 0.1
CN(Cc1ccccc1)C(=O)CCS(=O)(=O)c1ccc2c(c1)oc(=O)n2C | -0.3 | 3.7 | -0.2 | -1.2 | -0.3 | -1.3 | 1.1 | 0.5 | -0.5 | -1.4 | 0.2
Cc1coc2cc3oc(=O)c(CCC(=O)NCC(=O)O)c(C)c3cc12 | 1.2 | 0.6 | 0.0 | -0.8 | -3.0 | 0.0 | -2.9 | 0.5 | 6.1* | 0.2 | 6.4
CC(=NC(C)C)C1=C(O)C(C)OC1=O (stereo not given) | 0.6 | 3.5 | 0.9 | -1.6 | 3.4 | -0.7 | 5.3 | -0.5 | -0.9 | -0.8 | 0.2
Nc1nc(Nc2cccc(F)c2)nc(NCCO)c1[N+](=O)[O-] | 1.2 | 17.4 | 3.1 | -1.9 | -1.4 | -0.5 | 5.5 | 0.5 | -1.4 | -0.7 | 0.3
COc1cc(-n2c(N)c(C(=O)NCc3ccco3)c3nc4ccccc4nc32)cc(OC)c1OC | -22.4 | 25.5 | 1.2 | -0.3 | 2.3 | -1.2 | 18.8 | 7.8 | -0.3 | -1.1 | -37.6
COc1ccc(N(C)S(=O)(=O)c2ccc3c(c2)CC(C)N3C(=O)C2CC2)c(OC)c1 (stereo not given) | -4.2 | -0.6 | 2.2 | -1.2 | -2.1 | -0.6 | -4.4 | -1.5 | -0.4 | -4.2 | 0.8
COc1ccc2[nH]c3c(c2c1)CCN1C(=O)C(CC(=O)NCCCN(C)C)C[C@H](C(=O)N2CCCCC2)[C@@]31C (stereo not given in full) | 0.4 | 1.1 | -1.6 | -1.2 | 1.3 | -1.0 | 0.8 | 1.8 | -0.3 | -1.4 | 0.1
C=CCn1c(COc2ccccc2F)nnc1SCC(=O)Nc1cc(C)on1 | 0.5 | -1.8 | 0.7 | -1.5 | -1.8 | 0.1 | -1.3 | -3.0 | -0.3 | 1.2 | -0.2
Cc1cccc(N2CCN(C(=O)c3cccc(NC4=NC5CS(=O)(=O)CC5S4)c3)CC2)c1C (stereo not given) | -1.4 | -0.9 | 0.1 | -0.6 | 3.3 | -0.4 | -0.6 | 0.4 | 2.0 | 1.1 | 0.3
Cc1ccccc1NC(=O)Cc1nc(COC(=O)c2ccccn2)cs1 | -40.7 | -0.2 | -0.9 | -0.9 | -2.6 | 1.1 | 8.0 | 3.2 | 0.0 | -0.8 | -0.1
COc1ccccc1NC(=O)C1=C(C)Nc2nnnn2C1c1ccncc1 (stereo not given) | -0.3 | 4.6 | -1.4 | -1.8 | -0.4 | -0.4 | 0.9 | 0.7 | 1.2 | -0.2 | -0.6
CCCOc1ccc(Cc2c(O)nc(SC)[nH]c2=O)cc1 | 3.2 | 2.6 | 0.9 | -0.5 | -0.3 | -0.4 | -6.5 | -0.2 | -0.4 | 0.4 | 0.2
O=C(N/N=C/c1cc(Br)cs1)C(O)c1ccccc1 (stereo not given) | 4.5 | -1.1 | 0.7 | -1.7 | -0.7 | 0.1 | 4.3 | -0.6 | 0.0 | 1.2 | 0.1
C/C=C/c1ccc(OCC(=O)Nc2cc(S(=O)(=O)N3CCOCC3)ccc2N2CCCC2)c(OC)c1 | -16.4 | 1.3 | 2.8 | -1.3 | -4.2 | -3.1 | 6.0 | -0.9 | -2.6 | -2.5 | -0.1
O=[N+]([O-])c1ccc(/C=N/Nc2ncc(-c3ccccc3)cn2)cc1 | 0.0 | 1.7 | 1.2 | -0.4 | -2.5 | -0.4 | -1.4 | 0.6 | 0.1 | 2.4 | 0.1

Compounds above with a nitro group on carbon (two):
SMILES | sPLA2-III inh | NPR1 activator | FXN GAA850 act | ssDAF-12 act | SMARCA2 activ | DAX1 inh-1 | GC-B act | hgDAF12 agonist | DAX1 inh-2 | hcDAF-12 act | KLK7 zymogen act
Nc1nc(Nc2cccc(F)c2)nc(NCCO)c1[N+](=O)[O-] | 1.2 | 17.4 | 3.1 | -1.9 | -1.4 | -0.5 | 5.5 | 0.5 | -1.4 | -0.7 | 0.3
O=[N+]([O-])c1ccc(/C=N/Nc2ncc(-c3ccccc3)cn2)cc1 | 0.0 | 1.7 | 1.2 | -0.4 | -2.5 | -0.4 | -1.4 | 0.6 | 0.1 | 2.4 | 0.1

(further entries)
SMILES | sPLA2-III inh | NPR1 activator | FXN GAA850 act | ssDAF-12 act | SMARCA2 activ | DAX1 inh-1 | GC-B act | hgDAF12 agonist | DAX1 inh-2 | hcDAF-12 act | KLK7 zymogen act
CCSc1nnc(NC(=O)C2C3CCC(C3)C2C(=O)O)s1 (stereo not given) | 0.9 | 4.1 | 2.2 | -1.2 | 3.8 | -0.5 | 4.9 | -2.4 | 0.7 | -1.4 | -0.2
COc1ccc2c(c1)CCCC(Br)C2=O (stereo not given) | -1.4 | 6.6 | 0.5 | -1.4 | -4.8 | -0.7 | -1.7 | -0.3 | 1.6 | 1.3 | -0.6
COC(=O)C(C)N(c1ccc(C)cc1)S(=O)(=O)c1c(C)[nH]c(=O)[nH]c1=O (stereo not given) | -0.2 | 3.2 | 2.1 | -1.2 | -2.9 | 0.9 | 4.0 | 3.9 | -0.7 | 0.0 | -0.5
Cn1cc(-c2ccc(Cl)cc2)cc(C#N)c1=O | 2.9 | 6.8 | 3.5 | -1.4 | -0.7 | 0.0 | 0.3 | -1.0 | 0.3 | -1.0 | -0.9
CC(=O)C1=C(C)N(Cc2ccccc2)C(=O)N[C@H]1c1ccco1 | 4.4 | -0.2 | 1.1 | -0.8 | 0.5 | 0.7 | -4.2 | 2.6 | 1.4 | 1.4 | -0.4
Cc1ccccc1NC(=S)N(C)Cc1cn(C)c2ccccc12 | 11.8 | -5.4 | 0.5 | -0.3 | -0.9 | -0.8 | -0.4 | -3.0 | 0.6 | -0.7 | 0.3
CCOc1ccc(Cl)cc1CNCCCSc1nc(C)cc(C)n1 | -16.1 | -29.7 | -1.9 | -1.3 | 0.1 | 0.8 | -17.9 | -2.5 | 0.6 | -2.1 | -0.3
O=S(=O)(Nc1ccc(O)c2ccccc12)c1cccs1 | -1.2 | 3.4 | 0.5 | 0.8 | -6.5 | -0.7 | -1.5 | -1.5 | -2.1 | 6.7* | -4.9
CC1(C(=O)NS(=O)(=O)c2ccccc2)CCN1C(=O)Cc1ccc(Cl)cc1Cl (stereo not given) | -10.3 | 2.0 | -0.3 | -0.9 | 7.2 | -0.1 | 0.2 | -2.8 | . | -1.0 | 0.1
COc1ccc(-n2c(=O)c3c4c(sc3n(CC(N)=O)c2=O)CCCCC4)cc1 | 0.3 | -1.4 | -0.2 | -1.4 | -0.9 | 0.1 | -1.2 | -0.2 | 2.2 | -2.5 | 0.1
COc1ccc(NC(=O)CN2CCC(NC(=O)c3ccc(OC)cc3)CC2)cc1 | 9.3 | -2.1 | 2.1 | -0.9 | -2.9 | 0.4 | -2.6 | -2.9 | -0.1 | -1.4 | -0.4
O=C(CNCC1CCCCC1)Nc1cccc(S(=O)(=O)N2CCOCC2)c1 | -5.0 | -2.5 | -1.6 | -2.0 | 0.8 | -0.7 | 1.4 | 0.4 | 0.0 | -0.5 | -0.3
Cc1ccc(C(=O)CSc2nnc3c4ccccc4nc(C(C)(C)C)n23)cc1 | -7.6 | 1.2 | 0.4 | -1.1 | 1.8 | 1.4 | 6.1 | 0.2 | 2.6 | -1.6 | 0.3
COc1ccc(Oc2cccc(Cl)c2CNC(=O)CC(C)(C)CC(=O)O)cc1 | -5.1 | -0.1 | -0.5 | -2.0 | -1.8 | -0.2 | 3.8 | -1.6 | 0.6 | -0.4 | -0.5
CCC(=O)/C=C1\Sc2ccc(OC)cc2N1CC | 1.5 | 0.5 | 0.7 | -1.8 | -3.0 | -0.8 | 3.6 | -1.4 | 0.0 | -1.6 | 0.0
OCCCn1c(CCCNc2nc(-c3cccc(Br)c3)cs2)nc2cc(Cl)c(N3CCCCC3)cc21 | -5.5 | -5.0 | 2.1 | -1.8 | 1.1 | -0.6 | -1.7 | -3.9 | -0.3 | -0.6 | -0.3
COc1ccc(N(CC(=O)NC2CCCCC2)C(=O)CNC(=O)c2ccco2)cc1OC | -3.3 | -0.1 | 0.9 | -1.1 | -1.6 | 0.1 | 0.0 | -0.4 | -0.8 | -1.9 | -0.5
Cc1cc(C(=O)NNC(=S)Nc2ccccc2C)cs1 | 13.5 | 0.7 | 3.5 | -0.2 | 8.6* | 2.9 | 2.1 | 4.8 | 1.7 | 0.2 | 0.4
COCCCNC(=O)c1oc(=O)c2ccccc2c1-c1ccc(C)cc1 | -4.8 | -13.7 | . | -1.2 | -2.7 | 0.0 | -8.4 | 2.2 | . | -1.6 | -0.2

Just DAX1 inh-2 and hgDAF12 agonist, for two of the compounds above:
| Structure | DAX1 inh-2 | hgDAF12 agonist |
| --- | --- | --- |
| CN(Cc1c(F)cccc1Cl)C(=O)c1ccc(NC(=O)CC2SC(N3CCCCC3)=NC2=O)cc1 (stereo not given) | -0.3 | -2.7 |
| CCCC(=O)n1nc(-c2ccc(Cl)cc2)nc1SC | 2.2 | 6.8 |

Bioassay records: PubChem, several laboratories

Compounds as they come; overall some 6.7% were active at least once.
